Coupling enz = coupling enzyme interference in Giardia aldolase counter-screen; coupling enzyme system counterscreen, AmpLite Red fluorescence; activity change, negative = inhibition, % at 58.2 µM, hits read low; 0.67% of 290,000 active; AID 2472; in the data active = activity change below about -30%
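Final compound at 57.5 uM, incubated 10 min at RT with coupling enzyme reagent (glyceraldehyde-3-phosphate), then 20 min with substrate and AmpLite Red detection. Fluorescence read at 525/598 nm; tests interference with the coupling assay, not aldolase inhibition.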
BCR signal inh = blocks chronic active B-cell receptor signaling | AID 493014 | Potency, µM (doses to about 46.1 µM), inactives show at the highest dose ratio change, negative = lower green/red ratio, usual class: inhibitors | ABC-DLBCL IkBa-CBG/CBR reporter, luminescence ratio, 4 h | 0.05% of 340,000 active; active = well fitted inhibition curve with a large enough effect in the signal ratio, with a control signal flat, not every such curve was filed as active; inconclusive = small, poorly fitted or top-dose-only effect, or effect the other way, or a change in a side signal; the % refers to the signal ratio;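 also: potency is read from the fitted curve at half-maximal effect; plate controls were basal doxycycline-induced cells for no effect and cells given 10 µM MG132 for full effect; MG132 reads +100%, hits lower the ratio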
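Cell line TMD8 (human ABC DLBCL), stably expressing tet-inducible CBG68-IkBa fusion and CBR; IMDM/0.5% FBS; cpd up to 46 uM; dox induction, 4 h, 37C/5% CO2; dual luminescence; green/red ratio; MG132 control.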
KCNH2 WT inh = inhibitors of human wildtype KCNH2 potassium channel. U2OS, BacMam KCNH2, thallium flux FluxOr; active compounds read low. activity change, % at 1.84 µM. 0.37% of 340,000 active. AID 720551;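 active = maximum activity change below -70%; inconclusive = maximum activity change between -70% and -50%; inactive = maximum activity change above -50%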
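U2OS cells were transduced with wild-type KCNH2 virus (2.03 x 10^8 / mL) for 4 h at room temperature, then cultured overnight at 37 C. Thallium flux was read with FluxOr dye. Rate constants were normalized to DMSO controls.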
B2AR arrestin = beta2AR (human) beta-arrestin recruitment activity; beta-arrestin recruitment to beta2AR, cell-based reporter; Potency, µM (titrated, usually from 46.1 µM), inactives show at the top dose activation, usual class: activators; 0.02% of 330,000 active; AID 492947;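 also: potency is read from the fitted curve at half-maximal effect; 0% = DMSO controls and full agonism = EC100 isoproterenol or metaproterenol; nearly all actives have a fitted effect of over 65% in size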
Target sequence (P07550 whole entry, looked up): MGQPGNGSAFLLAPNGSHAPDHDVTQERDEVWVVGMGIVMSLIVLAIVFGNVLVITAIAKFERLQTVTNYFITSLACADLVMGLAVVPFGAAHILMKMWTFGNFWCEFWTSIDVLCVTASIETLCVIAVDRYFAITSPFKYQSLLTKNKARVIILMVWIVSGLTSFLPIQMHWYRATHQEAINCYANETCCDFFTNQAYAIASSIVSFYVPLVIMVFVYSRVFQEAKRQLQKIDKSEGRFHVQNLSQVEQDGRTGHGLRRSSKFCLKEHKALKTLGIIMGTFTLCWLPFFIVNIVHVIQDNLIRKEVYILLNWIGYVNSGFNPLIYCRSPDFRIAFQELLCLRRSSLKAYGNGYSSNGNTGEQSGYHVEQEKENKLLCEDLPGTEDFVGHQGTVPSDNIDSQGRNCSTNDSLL
Eya2 phos inh = Eya2 (human) phosphatase inhibition. recombinant Eya2, OMFP fluorescence dephosphorylation (OMFP is methylfluorescein phosphate). Potency, µM (doses to about 76.9 µM), without a hit: at the highest dose activity, negative = inhibition, hits mostly inhibitors. 0.006% of 330,000 active; also: potency is read from the fitted curve at half-maximal effect
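Eya2 (0.2 uM) preincubated 10 min at ambient with compound, then OMFP substrate added at 50 uM; 10 min reaction in 50 mM HEPES pH 7.5, 50 mM NaCl, 5 uM MgCl2, 0.05% BSA, 1 mM DTT. Fluorescence read at Ex 485/Em 525 nm.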
Giardia killer = kills Giardia lamblia; Giardia lamblia trophozoite viability; activity change, % at 7.66 µM, hits read low; 0.15% of 340,000 active; AID 540267; in the data active = activity change below about -80%; inconclusive = between about -30% and that limit;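 also: parasites exposed to compound for two days anaerobically before the ATP read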
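Anaerobic 48 hrs incubation at 37 deg C of 100 trophozoites/well with test compounds; ATPLite 1-Step luminescence, 15-30 min RT, reports cellular ATP as viability.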
PKM2 act = PKM2 (human) enzyme activation. P14618. purified PKM2, Kinase-Glo ATP luminescence, activation; response scale: 0% is enzyme alone, no compound. Potency, µM (highest dose often 57.5 µM), for the others: at the highest dose activation, hits mostly activators. 0.34% of 260,000 active. AID 1631; also: potency is read from the fitted curve at half-maximal effect; nearly all actives have a fitted effect of over 55% in size
Target sequence (P14618 whole entry, looked up): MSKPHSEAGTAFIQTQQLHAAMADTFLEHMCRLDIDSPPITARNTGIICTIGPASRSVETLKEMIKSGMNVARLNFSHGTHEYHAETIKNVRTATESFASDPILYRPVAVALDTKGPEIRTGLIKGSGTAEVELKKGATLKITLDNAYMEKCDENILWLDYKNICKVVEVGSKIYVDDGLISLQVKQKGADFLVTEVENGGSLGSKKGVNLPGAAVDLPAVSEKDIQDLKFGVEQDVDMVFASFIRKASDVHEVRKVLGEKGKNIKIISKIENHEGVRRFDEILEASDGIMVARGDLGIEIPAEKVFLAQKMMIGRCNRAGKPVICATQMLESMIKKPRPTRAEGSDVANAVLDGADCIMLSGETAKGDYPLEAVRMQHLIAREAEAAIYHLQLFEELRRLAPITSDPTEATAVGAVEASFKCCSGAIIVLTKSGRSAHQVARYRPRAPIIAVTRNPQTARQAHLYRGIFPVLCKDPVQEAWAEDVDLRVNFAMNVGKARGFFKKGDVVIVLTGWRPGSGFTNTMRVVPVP
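Kinase-Glo luminescence reports ATP generated from ADP (0.1 mM) and PEP (0.5 mM) by purified hPK-M2 after 1 h at room temperature, pH 7.2 imidazole buffer; intermediate enzyme activity allows detecting inhibitors and activators.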
GALK inh = galactokinase (human) inhibition. AID 1868. Potency, µM (top dose mostly 57.5 µM), inactives show at the highest dose activity change, negative = inhibition, actives largely listed as inhibitors. Purified GALK, Kinase-Glo residual ATP luminescence. 0.007% of 270,000 active. P51570; also: potency is read from the fitted curve at half-maximal effect
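Quantitative HTS: GALK 5 nM, ATP 35 uM, galactose 100 uM, 1 h room temperature, then luciferase-based ATP detection.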
KCNH2 3.1 block = blocks the human KCNH2 3.1 channel isoform; AID 720553; activity change, % (tested at about 1.8 µM); U2OS KCNH2 3.1, thallium flux FluxOr; active compounds read low; 0.95% of 340,000 active;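 active = maximum activity change below -70%; inconclusive = maximum activity change from -70% to -50%; inactive = maximum activity change above -50%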;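 also: thallium influx rate constant from kinetic fluorescence after stimulation buffer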
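U2OS cells transduced with KCNH2 3.1 mutant virus (1.77 x 10^8 /mL, 4 h), plated overnight at 37 C, loaded 45 min with FluxOr dye plus Red40 quencher. Thallium flux rate constant from kinetic reads after stimulation buffer, normalised to controls.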
USP2a inh = USP2a (human) protease inhibition. Potency, µM (highest dose often 38.3 µM), inactives show at the top dose activity change, negative = inhibition, usual class: inhibitors. O75604. 0.01% of 330,000 active. USP2 core, Ub-CHOP2 coupled fluorogenic reporter, 485/531;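 also: potency is read from the fitted curve at half-maximal effect; plate controls were DMSO wells for no effect and full inhibition by NEM control for full effect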
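Cell-free coupled assay: 10nM USP2 core preincubated 30min RT with compound in Tris-HCl pH 8.0/CaCl2/CHAPS buffer, then 25nM Ub-CHOP2 and 25nM reporter substrate; fluorescence (Ex 485/Em 531) read after 60min RT, normalized to NEM inhibition, concentration-response curves fitted.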
uPA surface inh = inhibitors of cell surface uPA generation. cell surface uPA generation assay, qHTS. Potency, µM (top dose mostly 38.3 µM), inactives show top-dose activity change, negative = inhibition, hits mostly inhibitors. 0.31% of 330,000 active. AID 540303; active = well fitted inhibition curve with a large enough effect; inconclusive = small, poorly fitted or top-dose-only effect; inactive = no such curve, though single readings can be large or run the other way; tested in mouse RAW 264.7 cells; also: potency is read from the fitted curve at half-maximal effect; nearly all actives have a fitted effect of over 55% in size
The depositor's hits bear a star; ? = inconclusive; / = not tested or not shown; [ ] = remark or other dose. Unless noted, calls follow the shape of the dose curve; as a rule, active = well fitted curve in the direction sought with a large enough effect; inconclusive = small, poorly fitted or top-dose-only effect, or another doubt; inactive = no such curve, though single readings can be large; an effect the other way counts as inactive or inconclusive. Unless noted, % is scaled to controls: 0 for no effect and ±100 for the full control effect.

SMILES | Coupling enz | BCR signal inh | KCNH2 WT inh | B2AR arrestin | Eya2 phos inh | Giardia killer | PKM2 act | GALK inh | KCNH2 3.1 block | USP2a inh | uPA surface inh
O=C(NCCNC(=O)c1cc(Cl)ccc1Cl)c1ccccn1 | -1 | -16% | -5 | -0.1% | -14% | 3 | / | 6% | -16 | -6% | 2%
Cc1c(C(=O)Nc2nc3ccccc3[nH]2)cccc1[N+](=O)[O-] | 0 | -6% | -5 | -1.0% | -4% | -11 | 17% | -3% | -7 | 3% | -7%
COc1ccc(NC(=O)COC(=O)C2CC(=O)N(c3ccc(OC(C)C)cc3)C2)cc1 (stereo unspecified) | -1 | -3% | 0 | -0.5% | -23% | 0 | / | 1% | -3 | 1% | 5%
Cc1ccc(OCC(=O)Oc2c(C)cccc2C)cc1C | -2 | 9% | -3 | -0.5% | -7% | 24 | -1% | 6% | -3 | -3% | 6%
CN1C(=O)N(CC(=O)N2CCN(S(=O)(=O)c3ccc4c(c3)CCC4)CC2)C(=O)C12CCCCC2 | / | -11% | -5 | -0.1% | -26% | -5 | / | / | -3 | 1% | 19%
COc1ccc(C(=O)/C=C/C(=O)N(Cc2ccc(F)cc2)C(C(=O)NC2CCCCC2)c2ccncc2)c(O)c1 (stereo unspecified) | -6 | ? | -8 | 1.1% | -3% | 1 | 1% | 0% | -4 | 3% | -9%
Cc1ccc(COc2ccc(Br)cc2/C=N/O)cc1 | -4 | -4% | 5 | 0.5% | -2% | 20 | 1% | -4% | -2 | -2% | 0%
Cc1ccc(CN2CC(C(=O)NCCCSc3ccccc3)CC2=O)cc1 (stereo unspecified) | / | ? | 7 | -0.2% | 10% | -2 | 1% | -5% | -16 | 5% | -1%
COc1ccc(CCN(C(=O)c2snc(C(N)=O)c2N)C(C)C(=O)NC2CCCCC2)cc1OC (stereo unspecified) | -3 | ? | 7 | -0.5% | -5% | 1 | / | -3% | 10 | -1% | -8%
COc1cccc(/C=C(/C#N)c2ccc(Cl)cc2)c1OCc1cccc(C(=O)O)c1 | 26 | 14% | 5 | -0.5% | 4% | -24 | 26% | -2% | -3 | -2% | /
O=C(NCc1cccc(F)c1)c1cccc2c1C(=O)c1ccc(N3CCC(Cc4ccccc4)CC3)cc1S2(=O)=O | / | -1% | -9 | -0.3% | ? | 8 | / | / | -8 | ? | -18%
Cc1cc(C2(c3cc(C)c(NC(=O)CN4CCOCC4)c(C)c3)CCCCC2)cc(C)c1NC(=O)CN1CCOCC1 | 0 | 3% | -3 | -0.1% | 11% | -1 | -8% | 3% | 3 | -1% | -5%
Cc1ccc(NC(=O)c2nc[nH]c2C(=O)NCCCCCNC(=O)OC(C)(C)C)cc1 | / | -1% | 1 | 0.3% | -15% | -21 | / | / | -1 | 1% | -1%
CCCCCc1nnc(NS(C)(=O)=O)s1 | 10 | ? | 9 | -0.7% | 7% | 3 | 0% | 2% | -2 | 0% | 16%
COc1ccc(CCCNC(=O)C2CCC(=O)N(Cc3ccccc3F)C2)cc1 (stereo unspecified) | / | -1% | 7 | 0.2% | 8% | -14 | / | -3% | 18 | -1% | 0%
CCOC(=O)C1(CCOC)CCN(Cc2cccc(OCc3ccccc3)c2)CC1 | 0 | -10% | 0 | -0.3% | 0% | 6 | 0% | 0% | 5 | 3% | -14%
Cn1c(=O)c2c(nc(N3CCCCC3)n2CCCNC2=NCCCC2)n(C)c1=O | 2 | 3% | 2 | -0.1% | 4% | -13 | 4% | 3% | / | 3% | 5%
Cc1ccc(N2CCN(CCc3nc4cc(NS(C)(=O)=O)ccc4n3C)CC2)cc1 | -1 | ? | -29 | -0.8% | -31% | 13 | -9% | 0% | -48 | 6% | 7%
CC1CCCN(C(=O)c2ccc(Cl)c(S(=O)(=O)N3CCCCCC3)c2)C1 (stereo unspecified) | / | 1% | 2 | -0.2% | 7% | 56[activator] | / | / | 0 | -2% | -19%
COc1ccc(-c2cc(CNS(=O)(=O)c3ccc(F)cc3)on2)cc1 | 0 | 1% | -6 | -0.3% | 9% | -7 | 1% | -1% | -12 | 1% | 2%
Cc1ccc(C(=O)NNC(=O)c2ccc(-n3cncn3)c([N+](=O)[O-])c2)cc1 | / | ? | -4 | 0.5% | 14% | -15 | / | / | 5 | -2% | 10%
O=C(N/N=C/c1cccnc1)c1ccc2ccccc2c1O | / | ? | -11 | -0.3% | 6% | -14 | / | 1% | -10 | 0% | ?
Cc1ccc2c(CC(=O)NC3CCCc4ccccc43)coc2c1 (stereo unspecified) | 4 | ? | -15 | -0.1% | -19% | -18 | 0% | 0% | -18 | 5% | 2%
CNc1nc(N)c([N+](=O)[O-])c(Nc2cccc(F)c2)n1 | 1 | 9% | 5 | -0.3% | 3% | -8 | -4% | 6% | 1 | 3% | -3%
CCOC(=O)C1(CCOc2ccccc2)CCN(Cc2ccc(O)cc2)CC1 | -1 | ? | -21 | -0.5% | 5% | -3 | 14% | 2% | -84* | -1% | -15%

Some values from the list.
Under USP2a inh, `Cc1ccc(COc2ccc(Br)cc2/C=N/O)cc1` has -2%
Under Eya2 phos inh, `CCOC(=O)C1(CCOC)CCN(Cc2cccc(OCc3ccccc3)c2)CC1` has 0%

(further entries)
SMILES | Coupling enz | BCR signal inh | KCNH2 WT inh | B2AR arrestin | Eya2 phos inh | Giardia killer | PKM2 act | GALK inh | KCNH2 3.1 block | USP2a inh | uPA surface inh
COc1ccc(OCC(O)CN2CCNCC2)cc1 (stereo unspecified) | 4 | 3% | 2 | 0.4% | -6% | 1 | -2% | 1% | 4 | 0% | -2%
COC(=O)NC1c2ccccc2Oc2ccccc21 | 0 | 0% | 2 | -0.3% | -3% | -1 | / | 2% | -2 | -1% | -11%
CCCCCOc1ccc(NC(=O)CSc2cccc3cccnc23)cc1 | 1 | ? | 0 | ? | 1% | -17 | 0% | 2% | -4 | 0% | 3%
Cc1noc(NS(=O)(=O)c2ccc(N/C=C\C(=O)c3cccs3)cc2)c1C | 13 | ? | / | 0.0% | 11% | -14 | 3% | -1% | -22 | 1% | -5%
c1ccc(Nc2ccccc2Nc2ccccn2)nc1 | 2 | -7% | 26 | 0.3% | 0% | 3 | -3% | -4% | 5 | 4% | /
C/C(=N\NC(=S)NC1CCCCC1)c1ccc(O)cc1 | 0 | ? | -5 | ? | -12% | -15 | 0% | 4% | -16 | 1% | 6%
Cc1cccc(NC(=O)CN2CCN(CC(=O)NCc3ccc(Cl)cc3Cl)CC2)c1C | / | 0% | 2 | 0.1% | 11% | -2 | / | / | -2 | 2% | -6%
NC(=O)c1ccsc1NC(=O)COC(=O)Cc1ccsc1 | 3 | ? | 3 | 0.0% | 3% | -13 | -4% | 0% | 0 | 1% | -3%
CCOc1ccc(N2C(=O)CC(N(CCc3ccc(OC)cc3)C(=O)/C=C/C(=O)O)C2=O)cc1 (stereo unspecified) | -3 | 0% | -10 | -1.6% | -1% | -2 | 0% | 5% | 2 | 2% | 3%
Cn1c(=S)[nH]c2sc3c(c2c1=O)CCC(C(C)(C)C)C3 (stereo unspecified) | 5 | 9% | / | -0.4% | 0% | / | / | -1% | / | 0% | /
CCOc1ccc(OCCn2c(=S)[nH]c3ccccc32)cc1 | -1 | ? | -20 | -0.1% | 3% | 23 | 0% | -4% | -34 | 5% | ?
CCOC(=O)N1CCN(c2ncnc3c2oc2nc(C(C)C)c4c(c23)CCC4)CC1 | 4 | 1% | -13 | -0.5% | 4% | 14 | -4% | -1% | -28 | 0% | -2%
COc1ccc2nc(SCC(=O)NCC(F)(F)F)[nH]c2c1 | -5 | -6% | -7 | 0.0% | 7% | 1 | 0% | 13% | -16 | 2% | 0%
Cc1ccc(NC(=O)CSCC(=O)Nc2ncc3c(n2)CC(c2ccco2)CC3=O)cc1 (stereo unspecified) | 0 | ? | 0 | -0.1% | 1% | 16 | ? | -2% | 3 | -1% | /
COCCCNC(=O)CN1C(=O)/C(=C\c2ccc(C)cc2)Sc2ccccc21 | 4 | ? | -16 | -0.4% | 0% | 23 | -20% | -1% | 4 | 0% | 0%
CCOC(=O)c1c(-c2ccccc2)cn2ccccc12 | 0 | ? | -29 | 0.4% | 4% | -6 | 1% | -2% | -11 | 0% | -1%
O=C(Nc1ccc(NC(=O)c2cccs2)cc1)c1cccs1 | 3 | 16% | -3 | -0.1% | -5% | 10 | -3% | -1% | -1 | 4% | 4%
CN(NC(=O)C1CC(=O)N(c2ccccc2)C1)C1=NS(=O)(=O)c2ccccc21 (stereo unspecified) | 1 | 0% | 33 | -0.2% | -8% | -9 | -3% | 4% | -21 | 0% | -2%
O=C(c1ccc(Sc2ccccc2)c([N+](=O)[O-])c1)N1CCOCC1 | 4 | 2% | -2 | 0.4% | 5% | 18 | / | -4% | -1 | 7% | 4%
